# GPR151 activ = human GPR151 activation. Q8TDV0. PathHunter beta-arrestin GPR151 cells, luminescence. activation, % at 11.2 µM. actives 1% (n = 650,000); in the data active = activation above about 4.9%;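 also: 0% = median of compound wells and 100% = cells with positive control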
# Target sequence (Q8TDV0 whole entry, looked up): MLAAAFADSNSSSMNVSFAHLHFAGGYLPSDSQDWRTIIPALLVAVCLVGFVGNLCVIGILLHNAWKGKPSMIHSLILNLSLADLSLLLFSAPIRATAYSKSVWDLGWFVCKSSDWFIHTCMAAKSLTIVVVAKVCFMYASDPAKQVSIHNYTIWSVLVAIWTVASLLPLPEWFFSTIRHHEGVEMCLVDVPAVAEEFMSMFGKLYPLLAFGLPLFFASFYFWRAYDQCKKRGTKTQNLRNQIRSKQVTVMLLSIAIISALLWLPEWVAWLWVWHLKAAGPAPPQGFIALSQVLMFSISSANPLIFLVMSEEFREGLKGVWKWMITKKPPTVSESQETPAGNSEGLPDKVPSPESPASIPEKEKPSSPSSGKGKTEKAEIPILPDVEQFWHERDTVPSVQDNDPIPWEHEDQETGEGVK
# MITF primary = human MITF inhibition, primary screen; inhibition, % at 2.6 µM; O75030; AlphaScreen MITF homodimerization, bead proximity signal; AID 1259374; actives 0.91% (n = 650,000); in the data active = inhibition above about 50%;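 also: 0% = vehicle wells with protein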
# FBW7 act = activators of human E3 ligase FBW7; Q969H0; AlphaScreen FBW7–phospho-cyclin E peptide binding, activator screen; normalized activity (activation), % at 26.1 µM; actives 0.13% (n = 650,000); AID 1259310; in the data active = normalized activity above about 1.9%;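 also: purified mutant Fbw7 with reduced substrate affinity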
# Target sequence (Q969H0 whole entry, looked up): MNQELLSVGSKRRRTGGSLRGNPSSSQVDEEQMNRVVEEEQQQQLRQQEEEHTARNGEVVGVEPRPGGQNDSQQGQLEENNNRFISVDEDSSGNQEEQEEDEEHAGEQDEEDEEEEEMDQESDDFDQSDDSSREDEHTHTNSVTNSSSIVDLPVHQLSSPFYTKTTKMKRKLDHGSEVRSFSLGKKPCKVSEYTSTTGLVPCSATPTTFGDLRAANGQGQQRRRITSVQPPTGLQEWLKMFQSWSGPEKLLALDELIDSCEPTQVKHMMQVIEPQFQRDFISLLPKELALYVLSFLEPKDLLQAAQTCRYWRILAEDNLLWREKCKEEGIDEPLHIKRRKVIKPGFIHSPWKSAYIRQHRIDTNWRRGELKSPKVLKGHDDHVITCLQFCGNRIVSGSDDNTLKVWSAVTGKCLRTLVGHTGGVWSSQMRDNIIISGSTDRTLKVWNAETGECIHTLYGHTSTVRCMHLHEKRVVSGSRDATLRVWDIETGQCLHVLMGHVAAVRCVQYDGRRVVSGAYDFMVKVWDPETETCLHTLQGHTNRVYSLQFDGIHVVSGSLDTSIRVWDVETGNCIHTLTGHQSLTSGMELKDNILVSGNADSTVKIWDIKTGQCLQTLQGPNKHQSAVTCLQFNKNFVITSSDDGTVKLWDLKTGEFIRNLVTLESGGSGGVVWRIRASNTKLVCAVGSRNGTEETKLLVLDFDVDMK
# TEAD-YAP inh = TEAD-YAP interaction inhibition. HEK-TIYL cells, TEAD-Gal4/YAP UAS-luciferase luminescence. actives 1.4% (n = 640,000). inhibition, % at 9.12 µM; in the data active = inhibition above about 32%;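 also: 0% = median of test compound wells and 100% = reference inhibitor wells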
# Active calls of the source: *; & = joins results of further samples.
# Each structure is followed by: GPR151 activ	MITF primary	FBW7 act	TEAD-YAP inh
> CCOc1ccccc1C(=O)NC1CC2CCC1(C)C2(C)C (stereo not given)
→ 3.5	-1	0.1	0
> CC(C)=CCN1CCN(Cc2cccc3cnccc23)CC1CCO (stereo not given)
→ -2.2	3	0.1	-3
> COc1ccc(N2CCN(C3CCCN(C(=O)c4cccc(-c5ncc[nH]5)c4)C3)CC2)cc1 (stereo not given)
→ -1.3	3	-0.1	8
> O=C(Nc1cccc(C(F)(F)F)c1)c1cc([N+](=O)[O-])ccc1N1CCN(CCO)CC1
→ 0.6	48	0.0	9
> O=C(CCCCCn1c(SCC(=O)c2ccc(Br)cc2)nc2ccccc2c1=O)NCC1CCCO1 (stereo not given)
→ 0.4	8	0.2	0
> COc1cc(C(=O)Nc2cc(C(=O)NCc3ccco3)ccc2N2CC3CC(C2)c2cccc(=O)n2C3)cc(OC)c1OC (stereo not given)
→ 0.2	-2	-0.1	0
> CC1=CC(=C(C#N)C#N)C=C(C)N1c1ccc(Cl)cc1
→ 0.7	0	0.3	-7
> CCOC(=O)c1c(C)n(C)c2ccc(OCCN(C)C)cc12
→ 0.2	5	0.1	-3
> CC1CCC(NC(=O)C2c3ccccc3C(=O)N2Cc2cccs2)CC1 (stereo not given)
→ -0.3	-3	0.0	4
> CC1Oc2ccccc2N(CC(=O)N(Cc2ccccc2)Cc2ccccc2F)C1=O (stereo not given)
→ -0.8	9	0.0	-7

# Next part; the last four above are carried over.
# Each structure is followed by: GPR151 activ	MITF primary	FBW7 act	TEAD-YAP inh
> CC1=CC(=C(C#N)C#N)C=C(C)N1c1ccc(Cl)cc1
→ 0.7	0	0.3	-7
> CCOC(=O)c1c(C)n(C)c2ccc(OCCN(C)C)cc12
→ 0.2	5	0.1	-3
> CC1CCC(NC(=O)C2c3ccccc3C(=O)N2Cc2cccs2)CC1 (stereo not given)
→ -0.3	-3	0.0	4
> CC1Oc2ccccc2N(CC(=O)N(Cc2ccccc2)Cc2ccccc2F)C1=O (stereo not given)
→ -0.8	9	0.0	-7
> COc1ccc(OC)c(S(=O)(=O)NCc2ccncc2)c1
→ -1.2	4	-0.1	-3
> Cc1ccc(-n2ncc3c(NCc4ccccc4)ncnc32)cc1
→ 0.0	-4	0.0	-28
> Cc1ccc(CNC(=O)CCNC(=O)c2ccc(Br)o2)cc1
→ 0.5	-11	0.0	1
> CC1=C(C(=O)N2CCCCCC2)C2(CCCCCC2)OC1=O
→ -0.7	-4	0.1	-7
> O=C(NCc1ccc(F)cc1)c1ccc(Br)cc1
→ -0.9	-1	0.0	-3
> O=C(Nc1ccc(I)cc1)c1ccc(S(=O)(=O)c2ccc(Oc3ccccc3)cc2)cc1
→ -1.7	0	0.0	4
> Cc1cccc(C(=O)NCc2ccco2)c1C
→ -1.1	2	-0.1	0
> O=C1CSC(c2cccc(Br)c2)N1c1ccc(Br)cc1 (stereo not given)
→ -0.1	2	-0.1	-10
> CCOc1ccc(C(CC(=O)O)NC(=O)c2ccc([N+](=O)[O-])cc2)cc1 (stereo not given)
→ -0.6	5	0.1	13
> C=CCSC1=NC(c2ccccc2)C=C(c2ccccc2)N1 (stereo not given)
→ 1.1	4	0.0	-1
> COc1ccc(CNc2sc3c(c2C(=O)Nc2cc(Cl)ccc2OC)CCC3)cc1
→ 0.4	11	0.2	1
> NC(=O)C1(N2CCCCC2)CCN(C(=O)CNC(=O)Cn2cnc3ccccc3c2=O)CC1
→ -0.6	-4	0.0	-4
> O=C(CSc1nnc(NC(=O)COc2ccccc2)s1)Nc1ccc(F)cc1
→ -0.8	-12	0.0	13
> Cc1cccc(C(=O)NNc2ccc([N+](=O)[O-])cc2)c1
→ -0.5	-11	0.0	-4
> COc1ccc(-c2nc(-c3ccccc3)c(-c3ccc(Sc4ccccc4)cc3)[nH]2)cc1
→ 0.5	13	0.2	12
> CC(=O)c1cccc(NC(=O)CN2C(=O)C(C)N(c3ccc(F)cc3)C2=O)c1 (stereo not given)
→ 0.5	-12	0.0	-1
> CS(=O)(=O)N(CC(=O)NC1CCCCC1)c1cc(Cl)c(Cl)cc1Cl
→ -0.9	0	0.0	-15
> COCCN1C(=O)C2C(C(=O)Nc3cccc(OC)c3)C3C=CC2(O3)C1C(=O)NC1CCCCC1C (stereo not given)
→ -1.5	0	0.1	0
> NC(=S)/N=C1\CCN(c2cccc(C(F)(F)F)c2)N1
→ -0.8	-4	-0.1	35*
> CN1CCN(S(=O)(=O)c2ccc3[nH]cc(C(=O)NC4CCCCCC4)c(=O)c3c2)CC1
→ -0.9	34	0.0	-12
> CSc1ccc(OC(=O)c2ccc(Br)cc2)cc1
→ 1.0	3	0.0	-2
> Cc1ccccc1-c1noc(-c2cc(-c3ccc(Cl)cc3)nc3ccccc23)n1
→ 1.3	4	0.0	1
> Cc1ccccc1CN1CCN2C(=O)[C@@H](Cc3ccc(O)cc3)NC(=O)[C@H]2C1
→ -0.5	2	-0.2	4
> O=C(Nc1ccccc1)C1CC(=O)N(C2CCCCC2)C1 (stereo not given)
→ -0.5	10	0.3	8
> O=C(CSc1nc(-c2ccc(F)cc2)cs1)N1CCOCC1
→ -0.8	15	0.1	-25
> Cc1nc2ccccn2c1C(=O)NCc1nc(-c2ccccc2)no1
→ 1.0	1	0.1	36*
> COCCNC1CCCN(c2nc(C)c3ccc(C)cc3n2)CC1 (stereo not given)
→ -1.9	-2	0.0	6
> COc1ccc(NC(=O)/C(C#N)=C/c2ccc(C(C)C)c([N+](=O)[O-])c2)cc1
→ 3.6	10	0.0	-6
> CCc1ccc(NC(=O)CSC2=Nc3ccccc3C3=NC(Cc4ccccc4)C(=O)N23)cc1 (stereo not given)
→ 1.9	1	0.2	23
> COc1cccc(-c2cnnc(NCc3ccccc3-n3cncn3)n2)c1
→ -0.5	11	-0.1	-7
> O=C(CCC1CCCN(C(=O)c2ccc3[nH]ccc3c2)C1)N1CCN(c2ccccn2)CC1 (stereo not given)
→ -0.6	13	0.4	2
> O=C(NNS(=O)(=O)c1ccc(F)cc1)c1ccc(O)cc1
→ -0.6	14	-0.2	-6
> OCCN(Cc1ccccc1)Cc1ccccc1Cl
→ 0.2	14	0.5	-1
> COc1ccc(/C=N\NC(=O)c2cc(C)oc2C)cc1
→ -6.0	-6	-0.1	-32
> COc1ccc(C(=O)N/C(=C\c2ccc([N+](=O)[O-])cc2)C(=O)NC(CCSC)C(=O)O)cc1 (stereo not given)
→ 2.9	13	0.3	13
> Nc1nc(NCc2cccnc2)cc(-c2ccc(C(=O)NC3CC3)cc2)n1
→ 0.8	8	0.0	4
> O=C1Nc2ccc(Cl)cc2C1=O
→ 0.8	3	-0.1	10
> Cc1cc(CN2CCN(Cc3cccnc3)CCC2=O)no1
→ 0.1	10	-0.1	5
> COC(=O)CN1C(=O)C2(C(C#N)=C(N)Oc3n[nH]c(C(C)C)c32)c2ccccc21 (stereo not given)
→ -1.7	-17	0.0	-9
> Cc1ccc(NC(=O)c2cnc(SCc3cccnc3)n(C)c2=O)cc1C
→ 10.0*	-7	-0.1	-29
> Cc1cc(NC(=O)C(=O)NCC2CCCO2)ccc1Br (stereo not given)
→ 1.3	5	0.4	-50
> COC(=O)c1cc(S(=O)(=O)Nc2ccc(NC(C)=O)cc2)c[nH]1
→ -0.1	-10	0.2	11
> O=C(NC(=S)NNCCO)C12CC3CC(CC(C3)C1)C2
→ 3.1	4	-0.1	5
> Cc1nc(NC2CCCC2)c2c3c(sc2n1)CCC3
→ 0.0	10	0.2	-11
> CCCCN(CC)CCCNC(=O)Cn1ncc2c(=O)oc3ccccc3c21
→ -2.0	1	-0.1	1
> Cc1cc2cc(CNC(=O)c3cccc([N+](=O)[O-])c3)ccc2n1C
→ 1.5	-2	0.0	-9
> O=C1CN(c2ccc3ccccc3c2)C(=O)CN1c1ccc2ccccc2c1
→ -0.1	-5	0.0	9
> O=C1NN(c2ccccc2)C(=O)/C1=C/c1cccc(Cl)c1
→ 0.2	22	0.1	3
> O=C(c1ccc(-c2ccccc2)cc1)C1CCCN(C(=O)c2ccc[n+]([O-])c2)C1 (stereo not given)
→ -0.7	-2	0.4	-7
> CCCOC(=O)C1=C(C)NC2=C(C(=O)CCC2)C1c1cccs1 (stereo not given)
→ 0.6&1.3	-6&1	0.0&0.3	8&4

# The list goes on.
# Each structure is followed by: GPR151 activ	MITF primary	FBW7 act	TEAD-YAP inh
> Cc1cc(OC(C)C(=O)Nc2sc3c(c2C#N)CCC3)ccc1Cl (stereo not given)
→ 0.2	5	-0.1	-5
> CC(C)(C)c1ccc(OCC(O)CN2CCCC2)cc1 (stereo not given)
→ 2.8	-4	-0.1	4
> CCOC(=O)C1=C(C)N(c2ccc(C)c(C)c2)C(=O)C1
→ 0.1	1	-0.1	2
> CCOC(=O)c1c(NC(=O)c2ccc(S(=O)(=O)N3CCc4ccccc43)cc2)sc2c1CCC2
→ 0.3	14	-0.1	3
> c1cncc(CNc2nncc(-c3ccc4c(c3)OCO4)n2)c1
→ -0.6	11	0.5	32
> CN(C)c1ncc(/C=C2/C(=O)NC(=O)N(CCC3=CCCCC3)C2=O)cn1
→ -0.7	7	-0.1	4
> CC(C)C(=O)Nc1cccc(NC(=S)NC(=O)c2ccco2)c1
→ -2.3	3	-0.2	-36
> Cc1cccc(N2C(=O)CC(N3CCN(C/C=C/c4ccccc4)CC3)C2=O)c1 (stereo not given)
→ -1.1	2	-0.1	-8
> Cc1ccc(-c2ccc(/C=N/NOC(=O)Cc3nnc(N)s3)o2)cc1Cl
→ 0.0	-17	0.0	1
> COc1ccccc1NCc1nnc2n1CCCCC2
→ -0.9	-14	0.0	-14

# Pulled one by one from the entries so far, 5 records:
# Each structure is followed by: GPR151 activ	MITF primary	FBW7 act	TEAD-YAP inh
> CCOC(=O)c1c(NC(=O)c2ccc(S(=O)(=O)N3CCc4ccccc43)cc2)sc2c1CCC2
→ 0.3	14	-0.1	3
> CN(C)c1ncc(/C=C2/C(=O)NC(=O)N(CCC3=CCCCC3)C2=O)cn1
→ -0.7	7	-0.1	4
> c1cncc(CNc2nncc(-c3ccc4c(c3)OCO4)n2)c1
→ -0.6	11	0.5	32
> CCOC(=O)C1=C(C)N(c2ccc(C)c(C)c2)C(=O)C1
→ 0.1	1	-0.1	2
> CC(C)C(=O)Nc1cccc(NC(=S)NC(=O)c2ccco2)c1
→ -2.3	3	-0.2	-36

# Next results follow:
# Each structure is followed by: GPR151 activ	MITF primary	FBW7 act	TEAD-YAP inh
> CN(C)c1ccc(-c2cnc3c(NCCc4ccccn4)nccn23)cc1
→ -0.8	14	0.1	-46
> CC(=O)C1(C)CC2(CC(COCC(C)C)OC2=O)C(=O)O1 (stereo not given)
→ 0.0	2	0.2	-13
> O=C(CSc1nnc(NC(=O)c2cccs2)s1)NCc1ccccc1Cl
→ 1.3	-2	-0.1	14
> Cc1nnc(NC(=O)Cc2ccc([N+](=O)[O-])cc2)s1
→ -0.3	-8	-0.1	1
> O=C(Nc1ccc(NC(=O)C2CC2)cn1)c1cccc(F)c1
→ -4.3	-11	-0.2	-16
> CCCn1c(=O)c2c(C(=O)OCC)cc(-c3ccccn3)nc2n(CCC)c1=O
→ 0.6	2	-0.1	4
> COCC(C)N1C(=Nc2cccnc2)SCC1(O)c1cc2ccccc2o1 (stereo not given)
→ -0.3	-6	-0.2	-4
> CCc1ccc(C(=S)N2CCOCC2)cc1
→ -0.5	-1	-0.1	5
> Cc1ccc(NC(=O)c2cccnc2)cc1
→ -0.3	15	0.2	-11
> COc1ccc(C2=NN(C(=O)c3cccs3)C(c3cccc(OC)c3OC)C2)cc1OC (stereo not given)
→ 0.2	24	-0.1	0

# A few values from the list:
# Result for COc1ccc(CNc2sc3c(c2C(=O)Nc2cc(Cl)ccc2OC)CCC3)cc1 under GPR151 activ: 0.4
# Result for O=C(Nc1ccccc1)C1CC(=O)N(C2CCCCC2)C1 (stereo not given) under TEAD-YAP inh: 8
# Result for COc1ccc(C2=NN(C(=O)c3cccs3)C(c3cccc(OC)c3OC)C2)cc1OC (stereo not given) under GPR151 activ: 0.2
# Result for COc1ccc(/C=N\NC(=O)c2cc(C)oc2C)cc1 under MITF primary: -6

# The listing continues.
# Each structure is followed by: GPR151 activ	MITF primary	FBW7 act	TEAD-YAP inh
> COc1ccccc1C1Nc2ccccc2C(c2ccccc2)(c2ccccc2)O1 (stereo not given)
→ 2.1	8	0.0	4
> O=C(Nc1nc2c(Cl)cccc2s1)c1ccc(S(=O)(=O)N2CCCC2)cc1
→ 0.5	-14	-0.1	11
> CC1CN(S(=O)(=O)c2ccc(N)cc2)CC(C)O1 (stereo not given)
→ -0.6	-4	0.1	0
> CN1CCNC(=O)C1CC(=O)NC1CCCCCC1 (stereo not given)
→ -0.9	16	0.1	-3
> CC(C)=CCC/C(C)=C/C=N/NC(=O)c1nnn(-c2nonc2N)c1CN1CCCCC1
→ -0.1	-3	0.0	-5
> Cc1cc2cc(C#N)c(NCCNC(=S)NCCCN(C)C)nc2cc1C
→ 1.6	0	-0.1	-10
> CC1(C)CC(NC(=O)c2cc3cc(Br)ccc3oc2=O)CC(C)(C)N1
→ -0.6	4	-0.2	-9
> CCC(C)C(NC(=O)OCc1ccccc1)C(=O)NC(C)C (stereo not given)
→ 1.1	-1	-0.2	-1
> COc1ccc(C2CC(c3ccc(OC)c(OC)c3)=NN2C(=O)c2ccccc2Cl)cc1 (stereo not given)
→ 0.5	-8	-0.1	-18
> COc1ccc(/C=C2/C(=O)N(C)C(=S)N2C)cc1
→ -1.8	16	0.4	-4
> CCOc1ccc(NC(=O)NNC(=O)Cc2ccc([N+](=O)[O-])cc2)cc1
→ 0.0	18	0.3	7
> Cc1nnc(NCc2nc3ccccc3[nH]2)c2ccccc12
→ -0.3	-1	-0.4	-10
> COc1ccc(CC(=O)Nc2nnc(SCC(=O)N3CCc4ccccc43)s2)cc1
→ 0.8	-2	-0.1	14
> O=C(NCC(c1ccco1)S(=O)(=O)c1ccc(Cl)cc1)c1cccs1 (stereo not given)
→ 3.4	-6	-0.1	-9

# Bioassay records deposited in PubChem by The Scripps Research Institute Molecular Screening Center.
